Screening results as filed in PubChem.
IMPase Li inh: membrane-permeable IMPase blocker, potentiated with lithium. CHO-M1 cells, IP1 TR-FRET (IP-One), carbachol + lithium. Potency, µM (titrated, usually from 59.4 µM), inactives show top-dose activity, negative = IMPase inhibition, actives largely listed as inhibitors. 210,000 tested, 0.35% active. AID 1457;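 also: IP1 builds up when IMPase is blocked and the TR-FRET signal falls; potency is read from the fitted curve at half-maximal effect; plate controls were basal vehicle for no effect and high inhibitor control for full effect; nearly all actives have a fitted effect of over 50% in size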
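Test compounds were applied to CHO-M1 cells previously cultured for 16–30 h at 2000 per well. A small lithium amount accompanied them; after 30 min at 37C, IP1 was quantified by TR-FRET.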
NPSR antag: blocks cAMP signaling of the human neuropeptide S receptor. 220,000 tested, 1% active. AID 1461. Potency, µM (titrated, usually from 38.3 µM), for inactives: at the top dose activity change, negative = inhibition, hits mostly inhibitors. CHO-NPSR cells, cAMP TR-FRET, antagonist mode; also: potency is read from the fitted curve at half-maximal effect; % is scaled to controls: 0 for no effect and ±100 for the full control effect; nearly all actives have a fitted effect of over 50% in size; many of its hits are not listed in these tables
Target sequence (Q6W5P4 whole entry, looked up): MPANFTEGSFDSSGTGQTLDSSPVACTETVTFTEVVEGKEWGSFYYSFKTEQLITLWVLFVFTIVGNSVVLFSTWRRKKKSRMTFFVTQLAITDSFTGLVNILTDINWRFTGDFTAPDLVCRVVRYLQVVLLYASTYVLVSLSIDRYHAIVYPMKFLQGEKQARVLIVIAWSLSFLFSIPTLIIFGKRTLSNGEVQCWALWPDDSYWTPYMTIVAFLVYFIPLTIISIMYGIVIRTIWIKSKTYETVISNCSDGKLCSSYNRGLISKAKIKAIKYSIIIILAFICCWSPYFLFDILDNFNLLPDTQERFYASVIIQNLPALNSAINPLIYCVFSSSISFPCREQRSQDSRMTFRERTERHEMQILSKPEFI
CBFb-RUNX1 inh: CBF-beta/RUNX1 interaction disruption; 230,000 tested, under 10 active; AlphaScreen CBFb-His/RUNX1-biotin binding, biochemical; Potency, µM (top dose mostly 59.8 µM), without a hit: at the highest dose activity, negative = inhibition, hits mostly inhibitors; Q01196+Q13951; AID 1477; also: % of control where 0% means no effect
Target sequence (Q01196 whole entry, looked up): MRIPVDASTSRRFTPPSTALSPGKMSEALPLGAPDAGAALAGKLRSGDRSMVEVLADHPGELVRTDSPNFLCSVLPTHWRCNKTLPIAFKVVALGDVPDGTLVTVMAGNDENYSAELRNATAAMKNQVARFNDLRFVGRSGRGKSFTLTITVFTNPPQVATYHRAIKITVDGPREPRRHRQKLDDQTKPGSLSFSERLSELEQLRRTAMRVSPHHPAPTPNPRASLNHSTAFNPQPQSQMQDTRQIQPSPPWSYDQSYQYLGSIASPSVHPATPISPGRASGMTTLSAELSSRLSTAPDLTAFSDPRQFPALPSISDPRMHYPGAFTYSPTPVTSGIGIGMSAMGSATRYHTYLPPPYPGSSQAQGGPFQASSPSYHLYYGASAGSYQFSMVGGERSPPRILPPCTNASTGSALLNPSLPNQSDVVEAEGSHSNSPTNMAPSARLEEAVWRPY
Target sequence (Q13951 whole entry, looked up): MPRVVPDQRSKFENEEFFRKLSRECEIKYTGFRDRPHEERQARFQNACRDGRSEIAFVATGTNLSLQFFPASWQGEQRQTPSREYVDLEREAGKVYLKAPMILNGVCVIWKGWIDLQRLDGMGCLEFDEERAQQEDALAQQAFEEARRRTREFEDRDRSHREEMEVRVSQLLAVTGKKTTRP
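AlphaScreen binding: CBFb-His and RUNX1-biotin (30 nM each) preincubated 20 min, compound added for 15 min, then nickel and streptavidin beads for 90 min, all at room temperature. Disruption of the interaction by any mechanism counts as activity.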
L3MBTL1 block: inhibitors of human L3MBTL1 | 230,000 tested, 0.66% active | AlphaScreen L3MBTL1–H3K9me1 peptide binding | Potency, µM (top dose mostly 57.1 µM), for the others: at the highest dose activity, negative = inhibition, hits mostly inhibitors; also: potency is read from the fitted curve at half-maximal effect; % is scaled to controls: 0 for no effect and ±100 for the full control effect; nearly all actives have a fitted effect of over 60% in size
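AlphaScreen assay: L3MBTL1 (50 nM final) was preincubated 30 min at room temperature with biotinylated H3(1-15)K9me1 peptide (75 nM final), then 30 min with library compounds; streptavidin donor and nickel chelate acceptor beads (10 ug/mL final) added, 30 min dark.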
HTT aggregate: reduces HttQ103-GFP aggregates in PC12 cells. AID 1688. Potency, µM (highest dose often 46.1 µM), inactives show at the top dose activity change, negative = inhibition, usual class: inhibitors. 220,000 tested, 1.1% active. PC12 HttQ103-GFP aggregates, Acumen cytometry, 40 h; also: potency is read from the fitted curve at half-maximal effect; % is scaled to controls: 0 for no effect and ±100 for the full control effect; nearly all actives have a fitted effect of over 60% in size
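Using laser scanning cytometry, GFP-positive aggregates were counted after lysis of PC12 cells induced with 100 nM tebufenozide to express HTT exon 1 Q103–GFP. Compounds were tested in titration.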
Epigenetic reg: epigenetic control regulation, reporter derepression; murine LDR cells, GFP reporter derepression, 30 h; Potency, µM (series often up to 53.9 µM), without a hit: top-dose GFP activation, most hits filed as activators; 280,000 tested, 0.2% active; also: potency is read from the fitted curve at half-maximal effect; % of control where 0% means no effect; nearly all actives have a fitted effect of over 60% in size
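Murine LDR cells carrying a silenced, genomically integrated CMV-driven GFP reporter were exposed to compound for 30 hours at 37 C. After PBS washes, GFP-positive cells (20–120 um objects) were counted by laser-scanning microplate cytometry.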
Luc counter: counter-screen: inhibitors of Kinase-Glo firefly luciferase. Q27757. Kinase-Glo luciferase, ATP luminescence, 8 min. Potency, µM (top dose mostly 38.3 µM), without a hit: at the highest dose activity change, negative = inhibition, most hits filed as inhibitors. 200,000 tested, 0.28% active; also: potency is read from the fitted curve at half-maximal effect; % is scaled to controls: 0 for no effect and ±100 for the full control effect; nearly all actives have a fitted effect of over 60% in size
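Recombinant Kinase-Glo luciferase, 10 uM ATP (linear range), luciferin; imidazole pH 7.2 / KCl / MgCl2 / Tween / BSA buffer; 8 min RT; luminescence.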
Active calls of the source: *; ? = inconclusive; · = no result given; & = joins results of further samples; [ ] = dose if it differs, or a comment. Calls follow the shape of the dose curve; as a rule, active = well fitted curve in the direction sought with a large enough effect; inconclusive = small, poorly fitted or top-dose-only effect, or another doubt; inactive = no such curve, though single readings can be large; an effect the other way counts as inactive or inconclusive. The list is partial; count on the stated rates, not on these rows.

SMILES | IMPase Li inh | NPSR antag | CBFb-RUNX1 inh | L3MBTL1 block | HTT aggregate | Epigenetic reg | Luc counter
Cc1sc2c(c1C)C(c1cccs1)=NCC(=O)N2CC(=O)NCc1cccs1 | 17%[38.3 µM] | -23%[46.1 µM] | -6% | -3% | 16% | -0.4% | 13%
CC(=NCCc1ccccc1)c1c(O)n(C)c(=O)n(C)c1=O | · | 4% | 9% | 12% | ? | 1.1% | ·
O=C1NC(=O)N(Cc2ccco2)C(=O)/C1=C\c1cccn1CCOc1ccccc1 | · | -16% | ? | · | 2%[9.22 µM] | -2.6% | ·
CC1CCCCN1Cc1cccnc1 (centres undefined) | 12% | 13% | 6% | 12% | 10% | 2.7% | -1%
CCc1nc2ccccc2c(=O)n1-c1ccccc1[N+](=O)[O-] | 7% | 7% | -7% | 1% | -28% | 0.0% | 6%
CC(=O)CC(=O)C1C(=O)N(C)C(=O)N(C)C1=O | -5% | 4% | 2% | 5% | -10% | -0.4% | -4%
Cc1ccc(C)c(CN2CCC(n3nnc4cc(F)ccc43)CC2)c1 | 16%[38.3 µM] | -23%[46.1 µM] | -3% | 10% | ? | -4.8% | -2%
Cn1c(O)c(C=NC2CCN(Cc3ccccc3)CC2)c(=O)[nH]c1=O | · | 10% | 9% | · | -3%[9.22 µM] | -4.3% | ·
O=P(CN1CCN(c2ccccc2)CC1)(N1CCCCC1)N1CCCCC1 | 3%[38.3 µM] | -7%[46.1 µM] | 1% | -8% | -7% | 2.8% | -5%
C(#CCN1CCCC1)CN1CCCC1 | 6% | · | -4%[21.7 µM] | -6% | · | -1.1%[16.9 µM] | 3%[17.1 µM]
C[N+]1(C)C2CCC1CC(OC(=O)c1c[nH]c3ccccc13)C2 (centres undefined) | 18% | ? | 13% | 9% | 10% | 3.7% | -14%
CCCCn1c(=O)c(C=Nc2cccnc2Cl)c(O)n(CCCCl)c1=O | 7% | -25% | -8% | 1% | 16% | 2.2% | 2%
CC(=O)Nc1ccc(OC(=O)N2CCCCC2)cc1 | 10%[38.3 µM] | -7%[46.1 µM] | 0% | · | 2% | 0.0% | 3%
Cc1ccccc1-n1c(O)c(/C=C2/C(c3ccccc3)=Nc3ccccc32)c(=O)[nH]c1=O | 4% | -26% | -4% | 24% | -5% | 1.1% | -2%
CCN1CCN(Cc2cc(Br)cc(Br)c2O)CC1 | 61%[activator][38.3 µM] | -9%[46.1 µM] | ? | · | 7% | 2.5% | -1%

A section of the results above, as a working copy:
SMILES | IMPase Li inh | NPSR antag | CBFb-RUNX1 inh | L3MBTL1 block | HTT aggregate | Epigenetic reg | Luc counter
Cc1sc2c(c1C)C(c1cccs1)=NCC(=O)N2CC(=O)NCc1cccs1 | 17%[38.3 µM] | -23%[46.1 µM] | -6% | -3% | 16% | -0.4% | 13%
CC(=NCCc1ccccc1)c1c(O)n(C)c(=O)n(C)c1=O | · | 4% | 9% | 12% | ? | 1.1% | ·

(cont.)
SMILES | IMPase Li inh | NPSR antag | CBFb-RUNX1 inh | L3MBTL1 block | HTT aggregate | Epigenetic reg | Luc counter
CN(C)C1C(=O)C(C(N)=O)=C(O)[C@@]2(O)C(=O)C3=C(O)c4c(O)cccc4[C@@](C)(O)C3[C@H](O)C12 (some centres undefined) | 3.2µM* | · | -89%[21.7 µM] | · | · | 1.1% | -7%
Cc1ccc(CN(Cc2ccccc2)C(=S)NCC(=O)N2CCC3(CC2)OCCO3)o1 | 27% | -20% | -24% | -15% | -15% | -0.3% | -2%
CN(C)CP(=O)(Nc1ccccc1)N(C)C (centres undefined) | 2%[38.3 µM] | -5%[46.1 µM] | 2% | 4% | 8% | 0.6% | -6%
CCOC(=O)C1CCN(/C=C2\C(=O)NC(=S)N(CC)C2=O)CC1 | -8% | 34% | -4% | -6% | -4% | -1.8% | 4%
CCOc1cc(C=C2C(=O)NC(=O)NC2=O)ccc1OS(=O)(=O)c1ccccc1 | 18%[38.3 µM] | -17%[46.1 µM] | 2% | · | -18% | -2.3% | 0%
CC(C)CCNc1nnnc2c1sc1nc(N3CCOCC3)c3c(c12)CC(C)(C)SC3 | 26%[38.3 µM] | -12%[46.1 µM] | 3% | · | ? | -1.0% | 2%
CC(=NCCc1c[nH]c2ccccc12)c1c(O)n(Cc2ccccc2)c(=O)[nH]c1=O | · | -44% | -1% | 3% | 11%[9.22 µM] | 1.3% | ·
CN(CCc1ccc(Cl)c(Cl)c1)[C@@H]1CCCC[C@@H]1N1CCCC1 | -28% | · | 16% | · | · | 0.0% | ·
CC/C(=N\N1CCN(C)CC1)c1c(O)[nH]c(=O)[nH]c1=O | 7% | 19% | 1% | ? | 3% | -1.0% | 3%
CSCCC(N=Cc1c(O)n(-c2ccc(F)cc2)c(=O)[nH]c1=O)C(=O)OC(C)(C)C (centres undefined) | 14%[38.3 µM] | -7%[46.1 µM] | -8% | · | -2% | 3.8% | 0%
C[C@@H](Cc1ccccc1)NCCC(c1ccccc1)c1ccccc1 | 9% | · | -2%[21.7 µM] | · | 5%[20.6 µM] | 6.8%[16.9 µM] | -2%[17.1 µM]
C[C@H](NC(=O)[C@@H](N)Cc1ccc(O)cc1)C(=O)NCC(=O)N(C)[C@@H](Cc1ccccc1)C(=O)NCCO | 0% | · | 9% | · | · | 3.2% | ·
COc1ccc(C2=NCC(=O)N(CC(=O)NCc3ccco3)c3sc4c(c32)CCCC4)cc1 | 0%[38.3 µM] | ? | -14% | -1% | 2% | 0.0% | -4%
CCOP(=O)(OCC)c1nc(-c2cccc3ccccc23)oc1NCCc1ccc(OC)cc1 | -4% | -55% | ? | 56%[activator] | -30% | -0.1% | -1%
O=c1[nH]c(=O)n(C2CCCCCC2)c(O)c1C=NCc1ccc(F)cc1 | -6%[38.3 µM] | ? | 4% | -2%[11.4 µM] | -17% | -1.0% | -3%

Compounds shown so far that have a furan ring, fused or not:
SMILES | IMPase Li inh | NPSR antag | CBFb-RUNX1 inh | L3MBTL1 block | HTT aggregate | Epigenetic reg | Luc counter
O=C1NC(=O)N(Cc2ccco2)C(=O)/C1=C\c1cccn1CCOc1ccccc1 | · | -16% | ? | · | 2%[9.22 µM] | -2.6% | ·
Cc1ccc(CN(Cc2ccccc2)C(=S)NCC(=O)N2CCC3(CC2)OCCO3)o1 | 27% | -20% | -24% | -15% | -15% | -0.3% | -2%
COc1ccc(C2=NCC(=O)N(CC(=O)NCc3ccco3)c3sc4c(c32)CCCC4)cc1 | 0%[38.3 µM] | ? | -14% | -1% | 2% | 0.0% | -4%

Next structures.
SMILES | IMPase Li inh | NPSR antag | CBFb-RUNX1 inh | L3MBTL1 block | HTT aggregate | Epigenetic reg | Luc counter
COc1ccc(C2NCc3ccc4c(c3-n3cccc32)OCO4)cc1OC (centres undefined) | -2%[38.3 µM] | -14%[46.1 µM] | -5% | -4% | -5% | -1.1% | -2%
CC(C)OP(=O)(O)NC(=O)c1ccccc1 | -7% | 4% | 0% | -42% | 9% | 2.1% | 3%
Cc1cccnc1NC1=NCC(C)S1 (centres undefined) | -3% | -3%[46.1 µM] | 6% | 6% | -5% | -1.1% | 4%
COC(=O)CCCNC(=O)CN1CC(c2ccccc2)CC1=O (centres undefined) | -9%[38.3 µM] | -2%[46.1 µM] | -3% | 7% | 14% | 0.0% | -3%
O=C1NC(=O)N(Cc2ccccc2)C(=O)/C1=C/c1cnc(-c2ccccc2)nc1 | -4% | 10µM* | -5% | · | 10% | 4.0% | 1%
COc1ccccc1N(CC(=O)NC1CCCC1)C(=O)c1cnn(C(C)C)c1 | 1% | 2% | -2% | -15% | -7% | -1.0% | 1%
O=C1CC(=O)N(c2ccc(Cl)cc2Cl)C(=O)N1 | -4%[38.3 µM] | 0%[46.1 µM] | -2% | -1% | -3% | -2.4% | 1%
C[C@H](CCC(=O)O)C[C@H](C)C[C@H](C)C(=O)/C=C(\O)[C@H](C)C[C@H](C)C/C=C/[C@@H](C)[C@@H](O)[C@@H](C)[C@@H](O)C[C@@H]1CC[C@@](C)(C2CC[C@@](C)([C@@H](C)O)O2)O1 (some centres undefined) | 8% | · | 15% | · | · | 1.4% | -2%[39.9 µM]
C[C@]12CC[C@@H](O)C[C@@H]1CC[C@@H]1[C@@H]2CC[C@]2(C)C(=O)CC[C@@H]12 | 15% | -7% | -14%&7% | · | · | -0.8%&0.4% | 3%[39.9 µM]
O=c1[nH]c(=O)n(Cc2ccccc2)c(O)c1/C=N/Nc1c(F)c(F)c(F)c(F)c1F | · | -1% | 6% | -1% | -5%[9.22 µM] | -2.9% | ·
CC(=O)OCOCC(=O)OCO[P+](=O)C(OCOC(C)=O)c1cc([N+](=O)[O-])ccc1Oc1ccc(Br)cc1 (centres undefined) | 2% | · | 0% | · | · | 0.0% | ·
CCOC(=O)C(O)(c1ccc(N=Cc2ccccc2O)c(C)c1)C(F)(F)F (centres undefined) | 1% | 11% | -2% | 5% | 1% | -0.9% | 2%
O=C(c1cccc(C(F)(F)F)c1)C1CCCN(Cc2ccccc2O)C1 (centres undefined) | 20% | 52% | 15% | 11% | 16%[9.22 µM] | -4.9% | 0%
Cc1ccccc1NC(=O)CCl | · | 7% | 5% | 6% | 25%[9.22 µM] | 6.3% | ·

Some of these compounds in order of length of the SMILES, falling.
SMILES | IMPase Li inh | NPSR antag | CBFb-RUNX1 inh | L3MBTL1 block | HTT aggregate | Epigenetic reg | Luc counter
C[C@]12CC[C@@H](O)C[C@@H]1CC[C@@H]1[C@@H]2CC[C@]2(C)C(=O)CC[C@@H]12 | 15% | -7% | -14%&7% | · | · | -0.8%&0.4% | 3%[39.9 µM]
O=C(c1cccc(C(F)(F)F)c1)C1CCCN(Cc2ccccc2O)C1 (centres undefined) | 20% | 52% | 15% | 11% | 16%[9.22 µM] | -4.9% | 0%
COC(=O)CCCNC(=O)CN1CC(c2ccccc2)CC1=O (centres undefined) | -9%[38.3 µM] | -2%[46.1 µM] | -3% | 7% | 14% | 0.0% | -3%
Cc1ccccc1NC(=O)CCl | · | 7% | 5% | 6% | 25%[9.22 µM] | 6.3% | ·
